Screening results (PubChem BioAssay)
EPAC2 antagonist – EPAC2 (human) antagonism; Q8WZA2; EPAC2 GEF exchange of Rap1B-BODIPY-GDP, fluorescence; Potency, µM (titrated, usually from 114 µM), for inactives: top-dose activity, negative = inhibition, usual class: inhibitors; 360,000 tested, 0.18% active; AID 720708; also: % is scaled to controls: 0 for no effect and ±100 for the full control effect; nearly all actives have a fitted effect of over 45% in size; many of its hits are not listed in these tables
EPAC1 agonist – activates human EPAC1 exchange factor; AID 720707; O95398; Potency, µM (highest dose often 154 µM), inactives show at the top dose activation, most hits filed as activators; EPAC1 agonist qHTS, biochemical assay; response scale: 100% = response to 6.5 mM cAMP; 360,000 tested, 0.073% active; also: nearly all actives have a fitted effect of over 60% in size
Target sequence (O95398 whole entry, looked up): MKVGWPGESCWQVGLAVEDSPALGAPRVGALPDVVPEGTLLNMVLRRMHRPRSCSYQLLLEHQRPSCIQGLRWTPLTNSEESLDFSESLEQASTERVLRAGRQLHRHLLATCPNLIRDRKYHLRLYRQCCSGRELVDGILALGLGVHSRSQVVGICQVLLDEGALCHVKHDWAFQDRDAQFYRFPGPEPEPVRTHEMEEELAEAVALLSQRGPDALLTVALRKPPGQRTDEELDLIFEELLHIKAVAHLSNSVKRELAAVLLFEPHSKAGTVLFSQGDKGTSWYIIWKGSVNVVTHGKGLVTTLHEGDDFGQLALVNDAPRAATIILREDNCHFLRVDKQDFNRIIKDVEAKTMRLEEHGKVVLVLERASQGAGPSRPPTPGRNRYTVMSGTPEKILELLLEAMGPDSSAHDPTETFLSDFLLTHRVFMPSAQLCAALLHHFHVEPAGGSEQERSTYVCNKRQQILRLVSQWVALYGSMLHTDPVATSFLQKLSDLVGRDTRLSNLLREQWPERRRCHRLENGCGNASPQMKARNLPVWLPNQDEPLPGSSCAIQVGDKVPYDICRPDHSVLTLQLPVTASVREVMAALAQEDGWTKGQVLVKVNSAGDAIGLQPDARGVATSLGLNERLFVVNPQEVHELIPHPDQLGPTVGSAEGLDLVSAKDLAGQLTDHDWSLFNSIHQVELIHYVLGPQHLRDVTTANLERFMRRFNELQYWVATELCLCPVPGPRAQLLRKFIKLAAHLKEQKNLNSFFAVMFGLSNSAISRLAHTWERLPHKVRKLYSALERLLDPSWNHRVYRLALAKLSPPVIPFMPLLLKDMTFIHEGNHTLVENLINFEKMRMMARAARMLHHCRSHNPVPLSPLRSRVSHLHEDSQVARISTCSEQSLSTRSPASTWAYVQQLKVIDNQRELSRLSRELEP
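Read-out is the fluorescence drop as BODIPY-GDP leaves Rap1B (480 nm excitation, 540 nm emission), recorded every 5 minutes over 30 minutes. Reactions held 100 nM EPAC1, 250 nM Rap1B–BODIPY-GDP and 50 uM GDP, with 6.5 mM cAMP setting full activation.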
aSyn yeast inh – alpha-synuclein toxicity inhibition in yeast. 370,000 tested, 0.14% active. Yeast expressing alpha-synuclein, growth rescue, BacTiter-Glo, 24 h. AID 652106. Potency, µM (highest dose often 46.1 µM), without a hit: at the highest dose growth rescue (activation), actives largely listed as activators; also: % of control where 0% means no effect; nearly all actives have a fitted effect of over 65% in size
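Screening used galactose-induced yeast with toxic alpha-synuclein levels, exposed to compound for 24 hr at 30 deg C. Cell growth, read with BacTiter-Glo luminescence, gave the measured signal.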
PTHR1 agonist – activates the human parathyroid hormone receptor PTHR1. Q03431. HEK293 GP2 PTHR1 cells, GloSensor cAMP luminescence, 1 h. Potency, µM (titrated, usually from 115 µM), for inactives: at the top dose activation, hits mostly activators. 410,000 tested, 0.075% active; also: nearly all actives have a fitted effect of over 55% in size; some results filed as inactive show a strong effect at the top dose; inactives centre near -15; many of its hits are not listed in these tables
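HEK-293-derived GP2 cells expressing PTHR1 and a GloSensor cAMP reporter, 3,000/well, plated overnight, given luciferin plus IBMX (each 0.5 mM as added) for 1 h at 37 °C, then compound for 1 h at 37 °C. Luminescence was read after 15 min at room temperature.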
EPAC1 antagonist – blocks human EPAC1 exchange factor; 360,000 tested, 0.14% active; EPAC1 GEF assay, Rap1b-BODIPY-GDP exchange fluorescence; O95398; Potency, µM (series often up to 115 µM), for inactives: at the top dose activity change, negative = inhibition, most hits filed as inhibitors;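 also: plate controls were vehicle for no effect and positive control for full effect; nearly all actives have a fitted effect of over 50% in size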
TDP-43 yeast inh – TDP-43 toxicity inhibition in yeast; TDP-43 expressing yeast growth rescue, BacTiter-Glo, 24 h; Potency, µM (series often up to 46.1 µM), without a hit: at the top dose growth rescue (activation), most hits filed as activators; 410,000 tested, 1.8% active; AID 652104; also: % of control where 0% means no effect; nearly all actives have a fitted effect of over 50% in size
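Cell-based yeast growth screen: TDP-43 expression induced in galactose, inoculum OD600=0.02 after raffinose pregrowth to mid-log. Read-out BacTiter-Glo luminescence at 24 hr, 30 deg C; inhibition of toxicity seen as signal increase.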
EPAC2 agonist – activates human EPAC2 exchange factor; EPAC2 activation, biochemical qHTS; response scale: 100% = 6.5 mM cAMP response; Potency, µM (titrated, usually from 154 µM), for inactives: top-dose activation, actives largely listed as activators; Q8WZA2; 360,000 tested, 0.079% active; also: nearly all actives have a fitted effect of over 50% in size
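Setup: EPAC2 100 nM, labeled Rap1B complex 250 nM, free GDP 50 uM. Compound titrations pinned in, brief spin, 5 min room temperature incubation. Kinetic fluorescence read over 30 min, normalized to 6.5 mM cAMP.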
FUS suppressor – rescues growth of FUS-expressing yeast. 390,000 tested, 0.24% active. Potency, µM (titrated, usually from 76.6 µM), without a hit: at the highest dose growth rescue (activation), usual class: activators. S. cerevisiae FUS-expressing, growth rescue, OD600, 24 h;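 also: plate controls were DMSO vehicle for no effect and reference control for full effect; nearly all actives have a fitted effect of over 55% in size; some results filed as inactive show a strong effect at the top dose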
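S. cerevisiae expressing FUS from galactose induction served as the toxicity model. Growth after 24hr at 30C, read as absorbance at 600 nm, indicates suppression of toxicity; compounds dosed at several concentrations.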
Active calls of the source: *; i = inactive; ? = inconclusive; / = no result given; [ ] = remark or other dose. Calls follow the shape of the dose curve; as a rule, active = well fitted curve in the direction sought with a large enough effect; inconclusive = small, poorly fitted or top-dose-only effect, or another doubt; inactive = no such curve, though single readings can be large; an effect the other way counts as inactive or inconclusive. Potency is read from the fitted curve at half-maximal effect. Only part of the results is shown, so the mix of outcomes need not match the whole.

SMILES	EPAC2 antagonist	EPAC1 agonist	aSyn yeast inh	PTHR1 agonist	EPAC1 antagonist	TDP-43 yeast inh	EPAC2 agonist	FUS suppressor
COc1ccc(/C=N/N=C2/NC(=O)C(CC(=O)NC(N)=O)S2)cc1 (configuration not stated)	-1.5%	-4.9%	6.5%	i	-2.8%	/	4.8%	?
COc1ccc(Cl)cc1NC(=O)CN(C)C(=O)Cc1n[nH]c(=O)c2ccccc12	15.4%	3.5%	1.4%	i	3.1%	-2.6%	-5.6%	/
O=C(O)CN1CCN(Cc2ccc(F)cc2Cl)C1=O	-8.0%	8.6%	-3.7%	i	0.9%	-11.1%	3.5%	3.5%
Cc1cc(C)nc(NS(=O)(=O)c2ccc(NC(=O)c3ccc4c(c3)OCCO4)cc2)n1	11.4%	-14.8%	4.5%	?	-24.8%	0.0%	2.0%	15.1%
O=C1C=C(c2ccc(Cl)c(C(F)(F)F)c2)C[C@@H](c2ccc3c(c2)OCO3)C1	-17.8%	-2.2%	-5.8%	-31.1%[inhibitor]	-27.4%	1.9%	6.9%	-7.8%
CC1CCCCN1CCNC(=O)c1cnn2ccccc12 (configuration not stated)	6.5%	9.3%	-4.3%	i	6.4%	13.2%	9.0%	-11.5%
O=[N+]([O-])c1ccccc1S(=O)(=O)N1CCCc2ccccc21	-23.8%	4.4%	?	-34.0%[inhibitor]	0.4%	?	21.6%	3.7%
COc1ccc(CCNS(=O)(=O)c2ccc(Br)cc2)cc1OC	-7.2%	6.4%	11.6%	-17.0%	-20.0%	22.5%	6.7%	-8.3%
Cc1ccc(S(=O)(=O)N(CC(=O)N=Nc2c(O)[nH]c3ccccc23)c2cccc(C)c2)cc1	4.8%	5.6%	-2.5%	i	-12.0%	9.0%	2.0%	?
O=C(Cc1ccccc1[N+](=O)[O-])NC1CC2CCC1C2 (configuration not stated)	6.3%	2.5%	6.5%	i	-4.7%	6.8%	4.3%	-5.7%
NNC(=O)/C(=C\c1cccs1)NC(=O)c1ccccc1	14.8%	-0.1%	-12.5%	i	9.1%	-14.0%	-6.4%	/
COc1ccc(-c2cc(-c3ccccc3)nc(SCC(=O)Nc3nccs3)c2C#N)cc1	-3.0%	5.1%	2.3%	i	0.1%	4.9%	10.1%	-30.8%
CCOc1ccc(CN(C)C(=O)CN2C(=O)NC3(CCCc4ccccc43)C2=O)cc1 (configuration not stated)	-5.9%	-0.5%	6.6%	-17.1%	-16.4%	2.8%	-2.4%	21.7%
N#Cc1c(/N=C/c2cc(Br)cs2)sc2c1CCC2	-0.7%	0.0%	-0.5%	-25.7%	-0.1%	17.6%	4.4%	7.4%
COC(=O)c1ccc2nc(-c3ccc(C)cc3)c(Cc3ccc(OC)cc3C)n2c1	-6.0%	-9.7%	7.3%	-12.6%	-20.7%	22.3%	11.8%	?
Cc1c(CC(=O)O)c(=O)oc2c(C)c(OCc3c(F)cccc3Cl)ccc12	-19.3%	-0.5%	0.9%	i	5.0%	10.5%	3.8%	12.0%
CC1=C(CC(=O)c2ccccc2)C(=O)c2ccccc2C1=O	2.1%	18.2%	-2.3%	-54.7%[inhibitor]	-16.9%	26.1%	15.3%	/
CCOc1cc(NC(=S)Nc2ccccc2)c(OCC)cc1NC(=O)c1ccc(OC)cc1	-2.9%	17.1%	-4.6%	i	14.1%	25.0%	12.1%	33.8%
c1ccc(CN2CCC(N3CCN(Cc4ccc5c(c4)OCO5)CC3)CC2)cc1	-0.3%	-5.3%	3.8%	i	-0.3%	1.6%	-5.5%	5.1%
CC1=C(C(=O)N2CCOCC2)CC(CC(=O)NC2CCCCC2)C(=O)N1Cc1ccccc1 (configuration not stated)	0.1%	1.9%	0.0%	-4.6%	-4.2%	10.6%	6.6%	-2.3%
COc1ccc(-c2nc3ccccc3c(=O)n2CCCn2ccnc2)cc1	-3.5%	6.2%	-7.3%	i	1.6%	0.4%	0.0%	5.8%
CC(C)[C@H](NC(=O)c1ccc(Cl)c([N+](=O)[O-])c1)C(=O)O	2.0%	7.0%	4.2%	i	9.5%	1.9%	1.6%	-0.8%
Cc1scc(-c2n[nH]c(=S)n2C(C)c2ccccc2)c1C (configuration not stated)	-4.1%	-1.4%	-1.1%	-41.0%[inhibitor]	-7.9%	35.5µM*	4.1%	/
CCOC(=O)N1CCC(N2CC34C=CC(O3)C(C(=O)Nc3ccc(C)cc3)C4C2=O)CC1 (configuration not stated)	28.0%	1.3%	-1.2%	-12.4%	-3.9%	10.3%	7.4%	-9.6%
Cc1csc2nc(O)c(C(=O)NCCN3CCOCC3)c(=O)n12	6.3%	-6.2%	1.0%	i	-2.5%	-31.2%[inhibitor]	5.9%	-14.6%

Record cards (already shown):
`NNC(=O)/C(=C\c1cccs1)NC(=O)c1ccccc1` in the list: EPAC2 antagonist = 14.8%; EPAC1 agonist = -0.1%; aSyn yeast inh = -12.5%; PTHR1 agonist = i; EPAC1 antagonist = 9.1%; TDP-43 yeast inh = -14.0%; EPAC2 agonist = -6.4%; FUS suppressor = /
`O=[N+]([O-])c1ccccc1S(=O)(=O)N1CCCc2ccccc21` in the list: EPAC2 antagonist = -23.8%; EPAC1 agonist = 4.4%; aSyn yeast inh = ?; PTHR1 agonist = -34.0%[inhibitor]; EPAC1 antagonist = 0.4%; TDP-43 yeast inh = ?; EPAC2 agonist = 21.6%; FUS suppressor = 3.7%

Next entries
SMILES	EPAC2 antagonist	EPAC1 agonist	aSyn yeast inh	PTHR1 agonist	EPAC1 antagonist	TDP-43 yeast inh	EPAC2 agonist	FUS suppressor
CCCn1nnc(NC(=O)c2ccc(Cl)cc2Cl)n1	2.7%	-0.4%	8.3%	-17.3%	6.3%	12.6%	3.5%	6.7%
O=[N+]([O-])c1ccc2nc(-c3ccc(Cl)cc3)n(OCc3ccccc3)c2c1	10.3%	3.0%	-14.3%	-60.6%[inhibitor]	6.6%	-3.6%	1.2%	/
COc1ccc(C(=O)N[C@H](C(=O)NC2CCCCC2)C(C)C)cc1	-5.8%	-2.7%	0.4%[1.84 µM]	?	25.1%	-3.6%	-7.8%	-0.3%
CCc1ccc(NC(=O)C(=O)NCCc2sc(-c3ccc(C)cc3)nc2C)cc1	/	/	0.9%	i	/	22.9%	/	-20.8%
Cc1onc(NC(=O)NC(=O)c2ccccc2F)c1Br	4.0%	3.1%	0.3%	i	-5.5%	?	-2.8%	-8.5%
CCCCN(CCCC)c1ccc(C(=O)c2ccccc2C(=O)O)c(O)c1	3.8%	-12.9%	-92.3%[inhibitor]	i	-1.7%	-10.7%	-6.8%	31.4%
COc1ccc(CNC(=O)C[C@H]2C[C@H](C(=O)N3CCOCC3)[C@@]3(C)c4[nH]c5ccc(Cl)cc5c4CCN3C2=O)cc1OC	12.8%	-10.5%	6.1%	i	-0.3%	9.0%	3.2%	31.5%
Cc1ccc(-c2nnn(CC(=O)NCc3ccccc3)n2)c(-n2cnnn2)c1	0.0%[57.1 µM]	-8.5%	-23.0%	-5.3%[57.5 µM]	16.3%	-4.0%	-5.4%	-2.1%
COc1ccc(CNC(=S)NC(C)CCc2ccccc2)cc1 (configuration not stated)	-11.3%	8.8%	5.4%	-1.6%	-7.2%	15.6%	2.6%	-1.1%
CCN(CC)C(=O)C(Cc1ccccc1)N1C(=O)c2ccccc2C1=O (configuration not stated)	1.2%	1.3%	1.0%	i	-9.4%	17.3%	8.9%	-5.4%
COc1cc(NC(=O)Cc2cccc3ccccc23)c(C(=O)O)cc1OC	-7.8%	-4.9%	2.2%	24.9%	11.5%	9.0%	-2.5%	-8.3%
COc1ccc2[nH]c(=O)c(CNc3cccc(C)c3)cc2c1	0.2%	-13.0%	8.1%	-31.8%[inhibitor]	8.7%	12.3%	-6.2%	/
Cc1cccc(CC2S/C(=N/N=C/c3ccco3)N(c3ccccc3)C2=O)c1 (configuration not stated)	-0.3%	7.9%	1.5%	-17.5%	3.9%	4.5%	7.0%	/
O=C(Nc1ccc(Br)cc1)Nc1ccccc1Cl	-10.4%	8.9%	-3.0%	-47.4%[inhibitor]	4.3%	9.8%	-2.0%	-32.7%
COC(=O)c1cc(C(=O)N2CCc3ccccc32)cc([N+](=O)[O-])c1	-23.3%	-11.1%	1.6%	-18.4%	-26.1%	0.9%	0.5%	-3.4%
CC1Cc2ccccc2N1C(=O)CNc1cccc(S(=O)(=O)N2CCCC2)c1 (configuration not stated)	-2.5%	2.9%	-5.4%	-5.2%	-0.9%	-0.7%	14.8%	51.5%
CCc1c(C)sc(NC(=S)NC(C)C2CCCO2)c1C(=O)OC (configuration not stated)	-21.2%	7.0%	0.0%	-13.8%	-0.7%	?	6.4%	3.0%
CCOc1cccc(C(=O)NNC(=O)C2C3C=CC(C3)C2C(=O)O)c1 (configuration not stated)	0.5%	9.0%	-0.3%	i	-2.7%	4.4%	8.8%	-11.0%
O=C(CN1C(=O)S/C(=C\c2ccccn2)C1=O)Nc1ccccc1	0.4%	3.9%	-3.4%	-8.2%	14.5%	-9.2%	12.2%	-5.8%
Nn1c(SCCOc2ccccc2)nnc1-c1cccnc1	-2.4%	10.1%	0.2%	i	-0.3%	10.2%	-18.8%	/
O=c1[nH]c2ccccc2c(O)c1O	10.1%	-21.6%	4.8%	-4.5%	-1.7%	11.4%	4.9%	-15.0%
Cc1cc(N/N=C/c2ccc(N(C)C)cc2)c2ccccc2n1	?	8.3%	27.7%	-46.8%[inhibitor]	-7.7%	27.1%	3.7%	-5.2%
CCCCNC1c2ccccc2C(=O)N1Cc1ccccc1 (configuration not stated)	-27.9%	11.3%	8.4%	i	-6.9%	6.7%	3.1%	9.6%
COc1ccc(N2CC(NS(=O)(=O)c3cccs3)CC2=O)cc1OC (configuration not stated)	3.5%	7.8%	-1.2%	-20.6%	-5.2%	-11.6%	8.4%	-0.8%
CCOC(=O)c1c(NC(=O)COc2ncnc3ccccc23)sc(C)c1CC	-15.8%	-5.1%	8.5%	-11.0%	-20.1%	13.9%	-18.7%	?
CCOCc1c(C(=O)Nc2ccccc2N2CCN(C)CC2)oc2ccccc12	-5.6%	5.6%	2.0%	-22.7%	3.4%	12.2%	5.0%	15.5%
O=C(NCc1n[nH]c(=S)n1-c1ccccc1)c1ccco1	0.2%	-3.7%	-6.4%	-18.1%[57.5 µM]	-0.8%	-7.0%	7.3%	14.6%
CC1(C)OC2OC(C(=O)N/N=C/c3ccccc3F)C3OC(C)(C)OC3C2O1 (configuration not stated)	4.9%	-9.0%	6.1%	i	1.0%	-6.5%[0.397 µM]	-9.4%	-9.7%
